Bioassay records: PubChem, National Center for Advancing Translational Sciences (NCATS)
GALK inhibitor: blocks human galactokinase activity; Potency, µM (series often up to 57.5 µM), for the others: top-dose activity change, negative = inhibition, hits mostly inhibitors; 270,000 compounds, 0.007% hits; Purified GALK, Kinase-Glo residual ATP luminescence; note: potency is the fitted concentration of half-maximal effect; % is set by controls: 0 for no effect and ±100 for the full control effect
Target sequence (P51570 whole entry, looked up): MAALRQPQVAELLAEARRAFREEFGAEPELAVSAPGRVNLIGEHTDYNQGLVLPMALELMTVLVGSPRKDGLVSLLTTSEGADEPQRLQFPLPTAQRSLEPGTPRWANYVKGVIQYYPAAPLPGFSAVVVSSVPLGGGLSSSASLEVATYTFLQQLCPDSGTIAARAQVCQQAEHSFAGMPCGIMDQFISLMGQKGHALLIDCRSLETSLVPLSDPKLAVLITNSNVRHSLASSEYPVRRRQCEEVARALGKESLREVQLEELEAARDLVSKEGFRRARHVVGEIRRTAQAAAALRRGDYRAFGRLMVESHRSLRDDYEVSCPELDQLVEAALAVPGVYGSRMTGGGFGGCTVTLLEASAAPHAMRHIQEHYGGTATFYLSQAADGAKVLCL
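ATP-depletion format; final 35 uM ATP, 100 uM D-galactose, 5 nM enzyme; pH 8.0 HEPES/Mg2+ buffer; 60 min RT; luminescence read 10 min after detection reagent.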
hERG WT inh: KCNH2 (human, wildtype) channel inhibition. U2OS, BacMam KCNH2, thallium flux FluxOr; stronger effect = lower value. activity change, % at 1.84 µM. Q12809. 340,000 compounds, 0.37% hits;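 active = maximum activity change below -70%; inconclusive = maximum activity change between -70% and -50%; inactive = maximum activity change above -50%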; note: % is set by controls: 0 for no effect and ±100 for the full control effect
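U2OS cells transduced with wild-type KCNH2 virus are loaded with FluxOr dye for 45 min, and thallium flux is measured in kinetic reads before and after stimulation buffer. Rate constants are normalized to DMSO controls.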
TRPV1 agonist: human TRPV1 agonism; Q8NER1; TRPV1-expressing cells, Fluo-8 calcium influx, agonist mode; activation, % at 8.33 µM; 320,000 compounds, 0.19% hits; AID 540275; in the data active = activation above about 80%; inconclusive = between about 30% and that limit; note: 0% is about no effect
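Cells expressing TRPV1 were dye-loaded with Fluo-8 and read kinetically: 10 s baseline, 3 min after compound (agonist portion), then 2 min after EC20 capsaicin (allosteric enhancer portion). Calcium-bound dye fluorescence at 480/520 nm.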
B2AR arrestin: agonists driving beta-arrestin recruitment to human beta2-adrenergic receptor. P07550. beta-arrestin recruitment to beta2AR, cell-based reporter. Potency, µM (titrated, usually from 46.1 µM), for inactives: at the highest dose activation, most hits filed as activators. 330,000 compounds, 0.02% hits. AID 492947;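 note: potency is the fitted concentration of half-maximal effect; 0% = DMSO controls and full agonism = EC100 isoproterenol or metaproterenol; nearly all actives have a fitted effect of over 65% in size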
USP2a block: blocks human ubiquitin-specific protease USP2a | O75604 | USP2 core, Ub-CHOP2 coupled fluorogenic reporter, 485/531 | Potency, µM (highest dose often 38.3 µM), for inactives: at the highest dose activity change, negative = inhibition, actives largely listed as inhibitors | 330,000 compounds, 0.01% hits | AID 463254;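 note: potency is the fitted concentration of half-maximal effect; plate controls were DMSO wells for no effect and full inhibition by NEM control for full effect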
Target sequence (O75604 whole entry, looked up): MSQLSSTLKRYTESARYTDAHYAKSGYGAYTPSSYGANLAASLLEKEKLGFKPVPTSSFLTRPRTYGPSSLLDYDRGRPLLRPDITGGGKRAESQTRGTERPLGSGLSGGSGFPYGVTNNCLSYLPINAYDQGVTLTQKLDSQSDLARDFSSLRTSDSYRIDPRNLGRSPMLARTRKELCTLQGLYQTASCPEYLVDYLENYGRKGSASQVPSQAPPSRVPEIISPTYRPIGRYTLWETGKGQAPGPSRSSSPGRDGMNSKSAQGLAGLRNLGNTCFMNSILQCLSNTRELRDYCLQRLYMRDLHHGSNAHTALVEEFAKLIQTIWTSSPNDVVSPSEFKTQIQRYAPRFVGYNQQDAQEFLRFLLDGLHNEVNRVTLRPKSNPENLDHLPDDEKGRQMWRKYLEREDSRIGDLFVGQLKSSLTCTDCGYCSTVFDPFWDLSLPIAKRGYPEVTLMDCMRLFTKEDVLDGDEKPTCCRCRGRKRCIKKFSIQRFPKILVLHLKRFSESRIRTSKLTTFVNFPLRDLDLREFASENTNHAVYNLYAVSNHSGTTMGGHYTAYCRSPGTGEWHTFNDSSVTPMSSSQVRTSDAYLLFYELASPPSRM
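Deubiquitinase activity read as fluorescence (485/531 nm) after Ub-CHOP2 cleavage activates the enterokinase reporter on its substrate; USP2 core 10nM, Ub-CHOP2 and substrate 25nM each, 30min compound preincubation then 60min RT; data normalized to NEM, curves fitted.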
Giardia kill: kills Giardia lamblia. Giardia lamblia trophozoite viability. activity change, % at 7.66 µM, hits read low. 340,000 compounds, 0.15% hits; in the data active = activity change below about -80%; inconclusive = between about -30% and that limit;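 note: parasites exposed to compound for two days anaerobically before the ATP read; % is set by controls: 0 for no effect and ±100 for the full control effect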
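Luminescent ATP signal served as the viability read-out, measured 15-30 min after adding ATP detection reagent to trophozoites that had been incubated with compounds for 48 hrs at 37 deg C anaerobically at 100 cells/well.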
CXXC DNA block: blocks binding of human MLL CXXC domain to DNA; Potency, µM (titrated, usually from 115 µM), inactives show top-dose activity change, negative = inhibition, usual class: inhibitors; Q03164; MLL-CXXC / FITC-HOXA9 DNA fluorescence polarization; 290,000 compounds, 0.037% hits; active = well fitted inhibition curve with a large enough effect in the polarisation, with a control signal flat, not every such curve was filed as active; inconclusive = small, poorly fitted or top-dose-only effect, or effect the other way, or a change in a side signal; inactive = no such curve, though single readings can be large or run the other way; the % refers to the polarisation; note: potency is the fitted concentration of half-maximal effect
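Fluorescence polarization: 7 uM MLL-CXXC (stock) preincubated 5 min with compounds, then 50 nM fluorescein-HOX-A9 DNA (stock) added; 30 min ambient. Buffer 50 mM Tris-HCl pH 7.5, 50 mM NaCl, 1 mM DTT, 0.05% BSA.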
KCNH2 3.1 inh: inhibitors of human KCNH2 3.1 potassium channel isoform; 340,000 compounds, 0.95% hits; AID 720553; activity change, % (tested at about 1.8 µM); U2OS KCNH2 3.1, thallium flux FluxOr; stronger effect = lower value;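 active = maximum activity change below -70%; inconclusive = maximum activity change from -70% to -50%; inactive = maximum activity change above -50%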;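 note: thallium influx rate constant from kinetic fluorescence after stimulation buffer; % is set by controls: 0 for no effect and ±100 for the full control effect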
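FluxOr-based Tl+ influx in U2OS cells transduced with KCNH2 3.1 virus; rate constants normalized to DMSO controls.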
Coupling enz: counter-screen for Giardia aldolase inhibitors: coupling enzyme system; coupling enzyme system counterscreen, AmpLite Red fluorescence; activity change, negative = inhibition, % at 58.2 µM, hits read low; 290,000 compounds, 0.67% hits; AID 2472; in the data active = activity change below about -30%; note: % is set by controls: 0 for no effect and ±100 for the full control effect
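Final compound at 57.5 uM, incubated 10 min at RT with coupling enzyme reagent (glyceraldehyde-3-phosphate), then 20 min with substrate and AmpLite Red detection. Fluorescence read at 525/598 nm; tests interference with the coupling assay, not aldolase inhibition.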
PKM2 activator: increases activity of human pyruvate kinase M2; P14618; purified PKM2, Kinase-Glo ATP luminescence, activation; response scale: 0% is enzyme alone, no compound; Potency, µM (titrated, usually from 57.5 µM), for inactives: at the highest dose activation, most hits filed as activators; 260,000 compounds, 0.34% hits; note: potency is the fitted concentration of half-maximal effect; % is set by controls: 0 for no effect and ±100 for the full control effect; nearly all actives have a fitted effect of over 55% in size
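Purified hPK-M2 (>95%) run at intermediate activity with 0.1 mM ADP and 0.5 mM PEP in 50 mM imidazole pH 7.2, KCl, MgCl2; 1 h room temperature. ATP formed read by Kinase-Glo luminescence; normalized to uninhibited and no-enzyme controls.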
Menin MLL FP TR: displaces Texas Red mutant MLL peptide from human menin; O00255; 270,000 compounds, 0.23% hits; AID 1768; Potency, µM (top dose mostly 61.6 µM), for the others: at the highest dose FP activity change, negative = inhibition, actives largely listed as inhibitors; Menin + Texas Red MLL mutant peptide, fluorescence polarization; active = well fitted inhibition curve with a large enough effect in the polarisation, with a control signal flat, not every such curve was filed as active; inconclusive = small, poorly fitted or top-dose-only effect, or effect the other way, or a change in a side signal; inactive = no such curve, though single readings can be large or run the other way; the % refers to the polarisation; note: potency is the fitted concentration of half-maximal effect; % of control where 0% means no effect; many of its hits are not listed in these tables
Active calls of the source: *; ? = inconclusive; nt = not tested or not shown; & = joins results of further samples; [ ] = remark or other dose. Unless noted, calls come from the whole dose curve; as a rule, active = well fitted curve in the direction sought with a large enough effect; inconclusive = small, poorly fitted or top-dose-only effect, or another doubt; inactive = no such curve, though single readings can be large; an effect the other way counts as inactive or inconclusive.

SMILES	GALK inhibitor	hERG WT inh	TRPV1 agonist	B2AR arrestin	USP2a block	Giardia kill	CXXC DNA block	KCNH2 3.1 inh	Coupling enz	PKM2 activator	Menin MLL FP TR
Cc1ccc2oc(=O)n(CC(=O)c3ccc(F)cc3)c2c1	1%	-1	nt	-0.6%	-1%	9	2%	-12	-2	-3%	nt
CCCc1c(C(=O)N/N=C/c2ccccc2OCc2ccc(F)cc2)nnn1-c1nonc1N	3%	?	1	0.5%	1%	?	-9%	4	-1	nt	-15%
CCOc1cc2[nH]c(=S)n(CCCCC(=O)NCc3ccco3)c(=O)c2cc1OCC	2%	-7	3	-0.2%	-2%	10	4%	-5	2	-21%	-7%
Cn1ccc(NC(=O)Nc2cccc(C(F)(F)F)c2)n1	-1%	-13	30	-0.4%	11%	-4	-2%	-2	-5	0%	12%
CCOC(=O)c1ccc(N2CN(C3CCCCC3)CNC2=S)cc1	1%	-5	1	6.8%	4%	-6	-2%	3	0	-5%	-7%
CCOc1ncccc1C(=O)N=C1SCCN1C(=O)c1cccnc1OCC	6%	-4	20	-0.1%	2%	6	1%	2	-1	-1%	-20%
CC(C)(C)C(=O)/C=C/c1ccc(Oc2ccccc2)cc1	-1%	10	?	0.3%	2%	25	9%	-1	-1	0%	?
N=C1S/C(=C\c2ccco2)C(=O)N1c1nccs1	2%	-4	-9	5.7%	-3%	-27	-13%	-4	-4	-17%	51%[activator]
Cc1ccc(S(=O)(=O)C2(C(=O)N3CCN(c4ccccc4F)CC3)CC2)cc1	1%	1	-1	-0.1%	0%	-1	6%	10	2	nt	-13%
CC1CN(C(c2cccs2)c2sc3ncnn3c2O)CC(C)O1 (stereo not given)	-1%	7	-1	-0.5%	4%	5	1%	-14	1	-3%	-19%
Cc1ccc(C)c(N2CCN(C(=O)Cn3cccc3)CC2)c1	-1%	15	18	0.3%	-7%	-8	9%	6	2	5%	-9%
COc1ccc(CNC(=O)CN(Cc2ccc(OC)cc2)C(=O)c2csnn2)cc1	-3%	3	8	-0.2%	-4%	8	22%	-12	4	6%	0%
CS(=O)(=O)Nc1nc2n(n1)C(c1ccc(F)cc1)CC(c1ccccc1)N2 (stereo not given)	nt	-34	0	-0.6%	7%	-3	-5%	-19	5	-2%	nt
c1ccc(-c2ccc(C3CCCN3)cc2)cc1 (stereo not given)	-4%	26	8	0.4%	4%	-1	-1%	-2	7	0%	-17%
O=C1OCC/C1=C\c1ccc(O)cc1	3%	0	3	-1.0%	1%	24	?	18	2	1%	0%
O=C(c1cc2nc(-c3ccccc3)cc(-c3ccccc3)n2n1)N1CCCC1	-9%	4	8	-1.0%	0%	-26	-1%	14	-1	3%	?
O=C(c1ccc(Cn2cc(Br)cn2)cc1)N1N=C(C(F)F)CC1(O)C(F)F (stereo not given)	nt	-14	2	0.2%	0%	9	0%	6	1	-3%	-1%
CC1(C)C2CCC1(CS(=O)(=O)N1CCOCC1)C(=O)C2 (stereo not given)	-1%	7	1	0.1%	0%	8	-1%	-70*	0	2%	nt
Cc1ccccc1OCC(=O)N/N=C/c1ccc(Sc2nc3ccccc3s2)o1	2%	-4	1	0.1%	-1%	-4	-5%	-9	-29	6%	-3%
O=C(COC(=O)c1ccc(S(=O)(=O)N2CCCCC2)cc1)NCc1ccccc1	nt	-11	nt	-0.5%	1%	3	nt	-25	nt	nt	nt
O=C(Cc1cccs1)Nc1nc(-c2cccnc2)cs1	nt	-7	6	-1.1%	3%	4	-8%	4	1	-34%	nt
CC(C)(C)NCc1ccccc1OCc1cccs1	0%	6	-1	0.0%	-1%	-1	5%	6	3	-3%	-15%
CS(=O)(=O)N(CCC#N)Cc1ccc(C=O)o1	-3%	-2	0	0.2%	-2%	-18	-11%	1	0	-6%	-2%
O=C(O)c1cccc(NS(=O)(=O)c2cc(S(=O)(=O)c3ccc(Cl)cc3)ccc2Cl)c1	6%	-6	-4	-0.6%	0%	-15	13%	-4	nt	-3%	nt
CCc1cc(=O)oc2cc(C)cc(OCC(=O)NCCCn3ccnc3)c12	-1%	0	-2	0.3%	1%	-16	-1%	12	4	0%	6%
Cc1noc(C)c1S(=O)(=O)Nc1ccc(C(=O)Nc2ccc(OC(F)(F)F)cc2)cc1	?	17	4	0.5%	1%	-19	2%	-12	-1	1%	?
CCc1nc(SCC(=O)NCCc2ccccc2)c2oc3ccccc3c2n1	-1%	5	26	-3.6%	1%	-6	-2%	3	2	-5%	11%
COc1cc(C(=O)Nc2ccc3c(c2)CCN3C(C)=O)cc(OC)c1OC	3%	-1	1	0.1%	2%	-19	-9%	-2	7	3%	6%
CCCn1ncc(CN2CCC(CO)(CC3CCCCO3)CC2)c1C (stereo not given)	4%	8	3	-0.1%	0%	0	0%	-4	0	-7%	-1%
c1ccc(SCCOCCN2CCc3ccccc3C2)cc1	2%	11	-2	-1.3%	-1%	-4	7%	-34	3	5%	-1%
c1ccc(CCn2nnnc2C(c2cccnc2)N2CCN(c3ccccc3)CC2)cc1 (stereo not given)	4%	-1	8	0.1%	-2%	2	?	3	3	-3%	-22%
O=C(OCC(=O)N1CCCC1=O)C1CCN(S(=O)(=O)c2ccc(Cl)c(C(F)(F)F)c2)CC1	nt	7	14	-0.1%	4%	0	nt	11	nt	nt	nt
COC(=O)C1=C(C(=O)OC)[C@@H]2N(Cc3ccccc3)c3ccccc3[C@@]23C[C@@H](C(=O)OC)N(C(=O)c2ccc(Br)cc2)C3=N1	nt	-7	20	0.3%	2%	-8	22%	-8	-5&2	3%	27%
Cc1cc(NC(=O)CSc2nnnn2-c2cc(Cl)ccc2C)no1	6%	-1	-2	0.0%	0%	-27	18%	9	2	5%	-23%
O=c1cc(C(F)(F)F)[nH]c(=O)n1C1CCCCC1	-1%	1	-3	0.1%	1%	-2	-7%	-14	-1	4%	-9%
CCN(C(=O)COC(=O)c1cc(-c2ccc3cc(OC)ccc3c2)nc2ccccc12)C1CCS(=O)(=O)C1 (stereo not given)	1%	nt	-7	-0.7%	-4%	nt	15%	nt	-3	-2%	?
Cc1ccc2c(c1)N(S(=O)(=O)c1ccc(CN3C(=O)c4cccnc4C3=O)cc1)CCO2	7%	0	2	0.1%	3%	18	1%	-1	nt	nt	nt
Cn1cccc1C(=O)C(=O)Nc1ccc(Cl)cc1	4%	4	?	0.1%	1%	-9	2%	0	2	-27%	?
Cc1[nH]nc2c1C(c1ccsc1C)C(C#N)=C(N)O2 (stereo not given)	2%	-12	-4	-0.1%	4%	-8	-7%	6	-7	11%	-1%
O=C(NC1CC1)C1CCN(C(=O)c2ccc(Cl)cc2)CC1	0%	-5	1	0.0%	2%	15	-4%	3	2	2%	-2%
CC1CCCCC1NC(=O)CCNS(=O)(=O)c1cc(Br)cnc1N (stereo not given)	6%	1	-1	-1.1%	2%	-1	0%	27	nt	nt	nt
Cc1nc2ccc(F)cc2cc1C(=O)Nc1cccc(Cl)c1C	-2%	2	?	-1.5%	3%	11	1%	3	1	-3%	-21%
O=C(N=C1SC2CS(=O)(=O)CC2N1c1ccc(Br)cc1Cl)C1CC1 (stereo not given)	-5%	8	2	-0.2%	1%	13	-14%	6	1	nt	1%
O=C(Cn1cnc2c(nnn2-c2ccccc2)c1=O)NCc1ccc(F)cc1	-2%	9	3	-0.5%	2%	-29	3%	-18	4	0%	-8%
COc1ccc(CN2C(=O)c3ccccc3C2C(=O)NC2CCCC2)c(OC)c1 (stereo not given)	1%	3	9	0.2%	4%	-2	0%	5	-2	-12%	-4%
O=C(O)c1ccccc1C(=O)OCCCCOC(=O)c1ccccc1C(=O)O	4%	2	0	-0.4%	1%	-10	-4%	-23	3	15%	0%
Cc1cc(C(=O)OC(C)C(=O)NC2CCCCC2C)c(C)o1 (stereo not given)	nt	-2	3	-0.4%	-1%	-9	nt	-1	nt	nt	nt
CCOC(=O)c1ccc(-c2ccc3c(=O)c4ccccc4n(C)c3c2)cc1F	nt	1	-1	-0.7%	4%	-9	-1%	3	0	-57%	-9%
O=C(c1ccc(OC2CCN(C/C=C/c3ccc(F)cc3)CC2)cc1)N1CCCC1	1%	-38	6	0.6%	-1%	-13	1%	-49	3	nt	-8%
NCCOc1ccccc1OCCN	5%	2	-2	-0.8%	2%	1	-4%	5	0	-3%	-15%

An excerpt; count on the stated rates, not on these rows.
